Shiga toxin inh = inhibitors of Shiga toxin in Vero cells | hit rate 9.2% among 290,000 | inhibition, % at 38.7 µM | AID 2315 | Vero cells, Shiga toxin protein synthesis inhibition reporter; in the data active means inhibition mostly above about 28%, no sharp cut-off; inactive means mostly below about 43%; further: 0% is about no effect
Pf growth 48h = P. falciparum growth inhibition at 48 hours (one generation); P. falciparum luciferase growth in erythrocytes, 48 h; Potency, µM (top dose mostly 28.7 µM), inactives show at the highest dose activity change, negative = inhibition, most hits filed as inhibitors; hit rate 5.9% among 310,000; further: potency means the concentration at half of the fitted maximal effect; on the % scale 0 is the no-effect control and ±100 the full control effect
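Luciferase-expressing P. falciparum in infected erythrocytes (2% hematocrit, 0.1% parasitemia final) in RPMI 1640/0.5% Albumax were exposed to compound for 48 hours at 37 C, 5% CO2; growth read as luminescence.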
Cycloheximide cs = counter-screen for Shiga toxin inhibitors: cycloheximide protein synthesis inhibition; max response, %; cell reporter, cycloheximide protein synthesis inhibition counterscreen; AID 2314; hit rate 12% among 300,000; in the data active means max response mostly above about 13%, no sharp cut-off; inactive means mostly below about 14%; further: read at 38.3 µM for the half of the compounds with a filed dose; 0% is about no effect
Pf growth 96h = P. falciparum growth inhibition at 96 hours; P. falciparum luciferase reporter growth, 96 h; Potency, µM (top dose mostly 28.7 µM), for the others: at the highest dose activity change, negative = inhibition, usual class: inhibitors; hit rate 6.9% among 320,000; AID 504834; further: potency means the concentration at half of the fitted maximal effect; on the % scale 0 is the no-effect control and ±100 the full control effect
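Delayed-death screen, second-generation endpoint: infected erythrocytes, 2% hematocrit, 0.05% parasitemia final; 96 hours at 37 C, 5% CO2; luciferase detection reagent; luminescence decrease equals reduced growth.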
HCV inh = blocks hepatitis C virus | Huh7.5.1 HCVcc-Cre infection, luciferase reporter, 44 h | Potency, µM (series often up to 41.8 µM), without a hit: top-dose activity change, negative = inhibition, usual class: inhibitors | hit rate 3.4% among 340,000 | AID 651820; further: potency means the concentration at half of the fitted maximal effect; on the % scale 0 is the no-effect control and ±100 the full control effect
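Antiviral activity was scored by luciferase reporter output from cells infected with HCVcc-Cre (~0.5 moi) in presence of compound, 44 h infection period, cells seeded 1,000/well 4 h prior.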
FBPA Giardia inh = inhibitors of Giardia lamblia fructose-1,6-bisphosphate aldolase; hit rate 0.71% among 290,000; A8B2U2; purified Giardia FBPA; Potency, µM (doses to about 59.6 µM), without a hit: at the highest dose activity, negative = inhibition, hits mostly inhibitors; further: potency means the concentration at half of the fitted maximal effect; on the % scale 0 is the no-effect control and ±100 the full control effect; nearly all actives have a fitted effect of over 55% in size
Target sequence (A8B2U2 whole entry, looked up): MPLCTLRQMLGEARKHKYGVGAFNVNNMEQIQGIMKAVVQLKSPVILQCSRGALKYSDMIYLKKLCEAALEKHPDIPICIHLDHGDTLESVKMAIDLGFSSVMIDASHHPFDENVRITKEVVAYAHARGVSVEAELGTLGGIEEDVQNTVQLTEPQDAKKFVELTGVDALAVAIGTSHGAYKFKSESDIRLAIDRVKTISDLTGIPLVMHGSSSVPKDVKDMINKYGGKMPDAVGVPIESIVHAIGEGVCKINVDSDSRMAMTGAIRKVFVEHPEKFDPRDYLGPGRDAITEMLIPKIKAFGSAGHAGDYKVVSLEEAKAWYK
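Giardia FBPA (40 nM reagent) was preincubated 10 min at RT with compound (up to 57.5 uM final), then substrate plus GAPDH/TPI/NAD/arsenate coupling system with diaphorase/resazurin was added; resorufin fluorescence (525/598 nm) was read after 20 min.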
An asterisk follows results filed as active; i = inactive; ? = inconclusive; · = no result given; [ ] = dose if it differs, or a comment. Unless noted, the call rests on the fitted dose curve; in most records, active means well fitted curve in the direction sought with a large enough effect; inconclusive means small, poorly fitted or top-dose-only effect, or another doubt; inactive means no such curve, though single readings can be large; an effect the other way counts as inactive or inconclusive.

nr	canonical_smiles	Shiga toxin inh	Pf growth 48h	Cycloheximide cs
1	CN(C)c1nc(Oc2ccc(N)cc2)nc(N(C)C)n1	13	13%	5
2	N#CCC(=O)N/N=C/c1ccc(OS(=O)(=O)c2ccccc2)cc1	-1	?	-2
3	COc1ccc(OCC(=O)NC(=O)c2ccccc2)c([N+](=O)[O-])c1	·	24%	·
4	CCOc1ccc(NC(=O)c2ccccc2C(=O)c2ccccc2)cc1OCC	1	-11%	0
5	CCN1C(=O)c2ccc(C(=O)Nc3ccc(O)cc3C)cc2C1=O	-19	26%	6
6	COc1ccc(OC)c(/C=c2\sc3nc(-c4cccs4)nn3c2=O)c1	-3	3%	-3
7	CC(C)(C)C(=O)Nc1cc(S(=O)(=O)Nc2ccc(Cl)cc2)ccc1Cl	-14	6%	7
8	Cc1onc(-c2ccccc2)c1C(=O)Nc1nnc(N(C)Cc2ccccc2)s1	-9	·	-8
9	CCOc1ccc(NC(=S)N2CCCC2)cc1	20	32%[activator]	18
10	O=C(COc1c(F)c(F)c(C(F)(F)F)c(F)c1F)Nc1ccc(N2CCOCC2)c(Cl)c1	-13	?	-2
11	COCCSc1nnc(NC(=O)c2ccc(OC)c([N+](=O)[O-])c2)s1	-1	40%[activator]	7
12	Cc1ccccc1N(CC(=O)NCCc1ccccc1)C(=O)c1ccc(N2CCCC2)nc1	-21	10µM*	-3
13	Fc1cccc(-n2cc(-c3ccccc3)c3c(=S)nc[nH]c32)c1	-2	?	0
14	COc1ccc(CCNc2ncnc3cc(OC)c(OC)cc23)cc1OC	-13	13µM*	-2
15	Cc1cc(C(=O)COC(=O)c2ccccc2NCCO)c(C)n1CC1CCCO1 (stereo not drawn)	112*	-6%	89*

nr	Pf growth 96h	HCV inh	FBPA Giardia inh
1	·	-6%	5%
2	18%	?	-2%
3	40%	-10%	·
4	?	-12%	-5%
5	-19%	-2%	4%
6	0%	11%	0%
7	53%[activator]	-1%	-11%
8	-23%	8%	1%
9	?	6%	·
10	?	0%	-3%
11	26%	-19%	17%
12	?	?	10%
13	?	?	25%
14	-16%	10µM*	1%
15	-57%	?	·

(cont.)
nr	canonical_smiles	Shiga toxin inh	Pf growth 48h	Cycloheximide cs
16	O=S(=O)(Nc1ccccc1N1CCOCC1)c1ccc(Cl)cc1	·	?	·
17	CN1CCN(C(=O)/C(=C\c2cccs2)NC(=O)c2ccco2)CC1	17	8%	-4
18	CC(=O)c1sc(=S)n(-c2ccccc2)c1C	19	-19%	0
19	CCn1c(COc2ccc(C)cc2)nc2ccccc21	79*	72%[activator]	44*
20	Cc1c(C(=O)O)oc2c3c(ccc12)OCCO3	-5	-10%	-1
21	Cc1ccc(C2(c3ccccc3)NC(=O)N(CC(=O)N(C)C3CCS(=O)(=O)C3)C2=O)cc1C (stereo not drawn)	·	?	·
22	CC(C)Sc1nnc(NC(=O)CCc2ccccc2)s1	7	7%	16
23	O=C(CC1(O)C(=O)Nc2ccccc21)c1cccc(Br)c1 (stereo not drawn)	-13	-3%	-3
24	Cc1ccc(OCC(O)CN2CCC(Cc3ccccc3)CC2)c(C)c1 (stereo not drawn)	-1	-21%	-12
25	COCCCNC(=O)c1cc2cc3cc(OC)ccc3nc2o1	19	10µM*	20*
26	CCn1c(CC(=O)Nc2ccccc2)nnc1SCC(=O)Nc1nnc(C)s1	-8	10%	-3
27	CC(=O)c1cccc(NC(=S)NCCCCc2ccccc2)c1	-12	-22%	-2
28	CCn1c(/C=C/c2ccccc2Cl)nc2ccccc2c1=O	74*	1.9µM*	30*
29	NC(=O)C1CCN(C(=O)COc2ccc3ccccc3c2)CC1	-1	-15%	-1
30	CC(=O)C1=C(C)NC(SCC(=O)Nc2nccs2)=C(C#N)C1c1ccccc1Cl (stereo not drawn)	-3	?	0

nr	Pf growth 96h	HCV inh	FBPA Giardia inh
16	3%	8%	·
17	-20%	15%	0%
18	-24%	7%	8%
19	45%[activator]	-9%	-9%
20	187%	16%	-1%
21	?	6%	·
22	5%	-2%	5%
23	0%	1%	0%
24	?	11µM*	·
25	-21%	-5%	-8%
26	-18%	18%	-17%
27	9.3µM*	0%	7%
28	1.7µM*	-18%	-5%
29	?	7%	0%
30	?	-8%	1%

Single entries from above:
CCN1C(=O)c2ccc(C(=O)Nc3ccc(O)cc3C)cc2C1=O in Pf growth 48h = 26%
CN1CCN(C(=O)/C(=C\c2cccs2)NC(=O)c2ccco2)CC1 in FBPA Giardia inh = 0%
Cc1cc(C(=O)COC(=O)c2ccccc2NCCO)c(C)n1CC1CCCO1 (stereo not drawn) in Cycloheximide cs = 89*
Fc1cccc(-n2cc(-c3ccccc3)c3c(=S)nc[nH]c32)c1 in Shiga toxin inh = -2
CCOc1ccc(NC(=S)N2CCCC2)cc1 in Cycloheximide cs = 18
CC(C)Sc1nnc(NC(=O)CCc2ccccc2)s1 in FBPA Giardia inh = 5%

Reformatted in transposed form: 2 of the compounds above
16. O=S(=O)(Nc1ccccc1N1CCOCC1)c1ccc(Cl)cc1
17. CN1CCN(C(=O)/C(=C\c2cccs2)NC(=O)c2ccco2)CC1

compound no.	16	17
Shiga toxin inh	·	17
Pf growth 48h	?	8%
Cycloheximide cs	·	-4
Pf growth 96h	3%	-20%
HCV inh	8%	15%
FBPA Giardia inh	·	0%

Back to the main list, starting three compounds before the break.
nr	canonical_smiles	Shiga toxin inh	Pf growth 48h	Cycloheximide cs
28	CCn1c(/C=C/c2ccccc2Cl)nc2ccccc2c1=O	74*	1.9µM*	30*
29	NC(=O)C1CCN(C(=O)COc2ccc3ccccc3c2)CC1	-1	-15%	-1
30	CC(=O)C1=C(C)NC(SCC(=O)Nc2nccs2)=C(C#N)C1c1ccccc1Cl (stereo not drawn)	-3	?	0
31	O=C1CCCC2=C1C(c1ccc(OS(=O)(=O)c3ccc(Cl)cc3)cc1)C1=C(CCCC1=O)O2	-6	?	-3
32	O=C(c1ccc(Cn2c(=O)[nH]c3ccccc3c2=O)cc1)N1CCN(c2ccc(F)cc2)CC1	-6	?	-2
33	O=C(OCc1nnc(-c2ccc(Cl)cc2)o1)C12CC3CC(CC(O)(C3)C1)C2	118*	309%[activator]	39*
34	COC(=O)c1cccc(NC(=O)c2nn(C(C)C)c(=O)c3ccccc23)c1	-6	-16%	3
35	CCOC(=O)N1CCN(c2c(NCc3ccccc3OC)c(=O)c2=O)CC1	19	·	-6
36	COc1ccc(NS(=O)(=O)c2cc3c4c(c2)CCN4C(=O)CC3)c(OC)c1	·	-5%	·
37	FC(F)(F)c1cccc(NC(=S)N2CCCCCC2)c1	19	8%	5
38	O=C(Oc1ccc2ccccc2c1Br)N1CCCCCC1	117*	1%	36*
39	O=C(Nc1nccs1)c1cc2sccc2n1Cc1ccc(Cl)cc1	-14	·	-9
40	CC12CN3CCN(CC(C3)/C1=N\NC(=O)Nc1cccc(Cl)c1)C2	50	27%	26*
41	O=S(=O)(Nc1nc(SCc2ccc(Cl)cc2)n[nH]1)c1ccc(F)cc1	10	?	0
42	O=C(OCC(=O)c1c[nH]c2ccccc12)c1cc(S(=O)(=O)N2CCOCC2)ccc1F	·	?	·
43	Cc1onc(-c2ccccc2Cl)c1C(=O)NCCCc1ccccc1	-13	1%	9
44	CCCCN(CCCC)CC(O)COc1ccccc1Br (stereo not drawn)	12	4.1µM*	-4
45	COC(=O)c1[nH]c2ccccc2c1NC(=O)CN1CCC(C(N)=O)(N2CCCCC2)CC1	-14	13µM*	2

nr	Pf growth 96h	HCV inh	FBPA Giardia inh
28	1.7µM*	-18%	-5%
29	?	7%	0%
30	?	-8%	1%
31	96%[activator]	13µM*	-1%
32	41%[activator]	?	11%
33	203%[activator]	6%	1%
34	-8%	3%	18%
35	-19%	4%	-1%
36	-13%	-5%	·
37	?	12%	-19%
38	i	-3%	6%
39	?	10%	1%
40	?	-11%	-2%
41	-5%	-29%	-1%
42	?	17%	·
43	?	23%	·
44	93%[activator]	?	-4%
45	·	-3%	8%

Entries by screen from above.
FBPA Giardia inh for nos. 39 to 44 → 1%, -2%, -1%, ·, ·, -4%
Shiga toxin inh for nos. 39 to 44 → -14, 50, 10, ·, -13, 12
Cycloheximide cs for nos. 39 to 44 → -9, 26*, 0, ·, 9, -4

Other records follow.
nr	canonical_smiles	Shiga toxin inh	Pf growth 48h	Cycloheximide cs
46	COc1cc(N)c(Cl)cc1C(=O)OCC(=O)N1CCc2ccccc21	·	2%	·
47	O=C(CN1CCSCC1)c1c[nH]c2ccccc12	-4	·	-2
48	Cc1ccc(CNc2oc(-c3cccs3)nc2C#N)cc1	17	15%	20
49	O=C(NN(c1ccccc1)c1ccccc1)c1ccc([N+](=O)[O-])o1	24	?	27
50	COc1ccc(/C=C/C(=O)OCn2c(SC)nnc(C)c2=O)cc1OC	-10	6%	12
51	S=C(Nc1ccc(Oc2ccccc2)cc1)N1CCN(c2ccccn2)CC1	-9	9%	6
52	CCOC(=O)c1nn(-c2ccc(C)cc2)c(=O)cc1OCC(=O)Nc1cc(C)ccc1OC	·	31%[activator]	·
53	CCn1c(SCC(=O)N2c3ccccc3Sc3ccccc32)nnc1-c1ccco1	-7	?	1
54	O=C(CSc1ccc2ccccc2c1)N1CCN(c2ccc(O)cc2)CC1	52	6%	19
55	Cc1ccc(/C=C(\NC(=O)c2ccccc2)C(=O)NC(Cc2ccccc2)C(=O)O)cc1 (stereo not drawn)	-15	1%	-1
56	O=C(CSc1nc2ccccc2s1)N1c2ccccc2Sc2ccccc21	4	?	-3
57	Cc1ccc(NC(=O)OCc2cccs2)cc1	81*	201%[activator]	22*
58	COc1ccc(C)cc1NC(=O)c1nnn(CCc2ccccc2)c1N	-16	·	-6
59	N#CC1(c2ccccc2)CCC(=O)N1c1ccccc1 (stereo not drawn)	-7	-20%	0
60	CCCC1=C(C(=O)OCC)C2(C(=O)Nc3ccccc32)C(C#N)=C(N)O1 (stereo not drawn)	29	-49%	-4

nr	Pf growth 96h	HCV inh	FBPA Giardia inh
46	-6%	?	·
47	?	21%	-5%
48	?	-28%	1%
49	-22%[5.75 µM]	?	-18%
50	-28%	-13%	6%
51	23%	-17%	-1%
52	36%	9%	·
53	-12%	?	7%
54	3%	-22%	-12%
55	0.52µM*	8%	4%
56	84%[activator]	?	0%
57	263%[activator]	·	2%
58	?	0%	0%
59	-1%	12%	-1%
60	19%	0%	21%

Going on with the list:
nr	canonical_smiles	Shiga toxin inh	Pf growth 48h	Cycloheximide cs
61	O=C(O)C1C2C=CC(C2)C1C(=O)N1CCN(CCO)CC1 (stereo not drawn)	-20	-2%	-2
62	O=C(CCNS(=O)(=O)c1ccc(Br)s1)NCc1ccccc1Cl	16	-18%	-3
63	Cc1cccc(OCC(=O)NC2CCCCCC2)c1C	-16	-13%	4
64	Cc1oc(C(C)(C)C)cc1C(=O)N1CCN(C(c2ccccc2)c2ccccc2)CC1	-2	5.9µM*	-2
65	CCOC(=O)c1sc(/N=C/c2c(O)n(-c3cccc(C)c3)c(=O)[nH]c2=O)c(C#N)c1C	-4	9%	1

nr	Pf growth 96h	HCV inh	FBPA Giardia inh
61	34%[activator]	11%	0%
62	4%	3%	1%
63	?	1%	·
64	12µM*	-24%	-6%
65	113%[activator]	-17%	4%

High-throughput results from PubChem.
